Compound activity from PubChem.
SR-BI DiI inh: inhibitors of mouse SR-BI mediated HDL lipid uptake; Q61009; ldlA[mSR-BI] CHO cells, DiI-HDL uptake fluorescence, 3 h; inhibition, % at 12.5 µM; hit rate 0.96% among 320,000;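 active = mean replicate inhibition of at least 70% and a set share of replicates each scoring 70 or more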;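 note: 0% = median of neutral control wells and 100% = median of positive control wells; values of inactives mirror those of a sister screen read the other way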
CDK5 inh: CDK5/p35 (human) kinase inhibition; inhibition, % at 10 µM; Recombinant CDK5/p35, ADP-Glo luminescence, 60 min; hit rate 0.01% among 330,000; Q00535+Q15078; AID 488839;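 active = highest replicate inhibition of at least 50% and at least 75% of replicates reaching 50%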;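 note: plate controls were DMSO neutral control for no effect and GW8510 at 10 µM for full effect; many of its hits are not listed in these tables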
Target sequence (Q00535 whole entry, looked up): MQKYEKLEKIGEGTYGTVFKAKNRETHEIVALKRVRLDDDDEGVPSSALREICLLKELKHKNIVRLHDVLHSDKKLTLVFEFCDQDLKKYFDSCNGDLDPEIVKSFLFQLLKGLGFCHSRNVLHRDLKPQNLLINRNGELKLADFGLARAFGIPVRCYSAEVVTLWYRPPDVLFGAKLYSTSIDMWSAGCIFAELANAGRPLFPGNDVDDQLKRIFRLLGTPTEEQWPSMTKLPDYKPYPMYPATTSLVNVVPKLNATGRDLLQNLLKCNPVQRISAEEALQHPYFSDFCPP
Target sequence (Q15078 whole entry, looked up): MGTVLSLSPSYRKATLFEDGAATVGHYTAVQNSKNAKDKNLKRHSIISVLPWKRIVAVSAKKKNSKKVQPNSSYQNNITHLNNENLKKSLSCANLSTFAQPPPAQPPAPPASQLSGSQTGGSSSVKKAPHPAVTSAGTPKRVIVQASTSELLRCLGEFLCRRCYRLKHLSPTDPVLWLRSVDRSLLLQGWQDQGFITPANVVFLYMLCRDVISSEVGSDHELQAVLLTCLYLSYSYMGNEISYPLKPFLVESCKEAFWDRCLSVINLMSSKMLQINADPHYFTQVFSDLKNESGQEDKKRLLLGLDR
Arr AP2 block: human beta-arrestin and AP2 interaction inhibition | FITC-arrestin peptide / GST-AP2 beads, flow cytometry; AP2 beta2 appendage carries R879A mutation | inhibition, % at 10 µM | hit rate 0.31% among 340,000 | AID 504490;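 active = inhibition above a set limit, near 3 SD of compounds lacking own fluorescence, cut at about 54% in these data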;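 note: plate controls were DMSO wells for no effect and 5 µM unlabelled arrestin peptide for full effect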
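test system = AP2 appendage R879A on GSH beads | buffer or medium = PBS plus Tween 20 (0.05%) and BSA (0.1%) | incubation = 12 min plus 1 h, RT | detection = bead flow cytometry, FITC channel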
PKA-R2B act: activators of human PKA-R2B complex; AID 504700; PKA-R2B holoenzyme dissociation, Cy5-IP20 fluorescence polarization; R2B truncated from residue 108, S112A mutant; 0% DMSO only, 100% 113 µM cGMP; P22694+P31323; activation, % at 11.4 µM; hit rate 0.079% among 340,000;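 active = activation above a cutoff set at the mean over all compounds plus 3 SD, cut at about 18% in these data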;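 note: higher means more holoenzyme dissociation and a rise in polarization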
NSD2 HMT inh: blocks human histone methyltransferase NSD2. NSD2 peptide methylation, AlphaScreen, 120 min. inhibition, % at 12.5 µM. hit rate 0.54% among 310,000; in the data active = inhibition above about 50%
PKA-R1A act: PKA-R1A complex activation | P00514+P68181 | PKA-R1A dissociation, Cy5-IP20 fluorescence polarization; scaled: DMSO 0%, 113 µM cGMP 100% | activation, % at 11.4 µM | hit rate 0.083% among 340,000 | AID 504707;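 active = percent activation above the mean of all tested compounds plus 3 SD, cut at about 19% in these data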;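 note: higher means more PKAc released from R1A so a rise in polarization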
SR-BI uptake up: enhances SR-BI lipid uptake from DiI-HDL. AID 504775. hit rate 0.096% among 320,000. activation, % at 12.5 µM. CHO ldlA[mSR-BI] cells, DiI-HDL uptake fluorescence, 3 h; 100 = double the neutral-control signal;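 active = mean replicate activation of at least 60% and every replicate at or above 60%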;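 note: 0% = median plate neutral-control signal and 100% = twice that signal; values of inactives mirror those of a sister screen read the other way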
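Test system: SR-BI-overexpressing, LDLR-lacking CHO cells; Also added: labelled HDL, 10 µg/mL; Measured by: bottom-read cell fluorescence after medium removal, ex 550/em 595 nm; Timing: 3 h uptake period with compound, 37 °C; Buffer or medium: F12, 0.5% BSA, 25 mM HEPES; Doses: single compound concentration, delivered by pin transfer.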
DSG3 Ab inh: human desmoglein-3 autoantibody binding inhibition. P32926. hit rate 0.48% among 310,000. AID 588358. DSG3-coupled beads, scFv-anti-DSG3-GFP binding, flow cytometry; stronger effect = lower value. binding (percent of control), % at 10 µM;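 active = binding more than 3 SD below its plate's average and above zero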;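 note: hits lower antibody fragment binding to DSG3; some compounds called inactive have numbers as strong as hits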
dFosB activator: mouse delta FosB homodimer activation; activation, % at 25 µM; P13346; purified delta FosB, TAMRA-CDK5 oligo fluorescence polarization; percent of positive-control signal above neutral wells; hit rate 0.99% among 340,000;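 active = mean activation above about 17%, with every replicate also reaching it, limit read from the data, passing the limit was not always enough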;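 note: fluorescence polarization rise as delta FosB binds a TAMRA Cdk5 AP-1 oligo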
Target sequence (P13346 whole entry, looked up): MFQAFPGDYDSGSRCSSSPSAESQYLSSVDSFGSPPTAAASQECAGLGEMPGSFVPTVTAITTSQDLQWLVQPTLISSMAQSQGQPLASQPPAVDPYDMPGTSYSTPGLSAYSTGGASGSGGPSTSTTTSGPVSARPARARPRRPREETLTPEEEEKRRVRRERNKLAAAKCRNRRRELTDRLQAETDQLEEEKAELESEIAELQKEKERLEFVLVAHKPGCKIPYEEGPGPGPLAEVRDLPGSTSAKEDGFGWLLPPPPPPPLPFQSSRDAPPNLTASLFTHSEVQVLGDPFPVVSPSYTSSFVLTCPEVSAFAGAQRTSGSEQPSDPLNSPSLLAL
Mot1-301 SUMO: inhibitors of SUMOylation pathway: yeast Mot1-301 growth rescue; S. cerevisiae Mot1-301 growth rescue, ATP luminescence, 38.5C; percent above DMSO median, 100 means doubled; growth rescue, % at 18.8 µM; hit rate 1% among 320,000;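 active = every valid replicate shows activation above 250% relative to neutral control wells; inactive = the rest, any valid replicate at or below 250%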;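 note: OY570 slx delta 5 strain wells were the positive control but not used for scaling; some compounds called inactive have numbers as strong as hits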
MITF TRPM1 HTS: MITF TRPM1 promoter activation in melanoma cells; hit rate 0.75% among 300,000; activation, % at 12.5 µM; SK-MEL-5 TRPM1-promoter luciferase, 24 h; % of positive control, neutral wells = 0;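 active = mean activation of at least 80% with every replicate also reaching 80%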;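 note: 0% = neutral control wells and 100% = parthenolide positive control wells; values of inactives mirror those of a sister screen read the other way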
* marks the source's active call; other numbers are inactive results; i = inactive; x = no result given.

1: CCOC(=O)c1n[nH]n2c1nc(=S)c1ccccc12
2: NS(=O)(=O)c1ccc(CCNC(=O)COC(=O)c2cc([N+](=O)[O-])ccc2N2CCOCC2)cc1
3: COc1ccc(NS(=O)(=O)c2cccc(C(=O)NCc3ccco3)c2)cc1
4: CC1=NN(C(N)=S)C(=O)C1N=Nc1ccc(S(N)(=O)=O)cc1 (stereo not drawn)
5: CCOc1c(Br)cc(CNc2ncn[nH]2)cc1OC
6: O=C1NC(c2ccccc2)=CC(c2ccccc2)N1 (stereo not drawn)
7: CCOC(=O)CSc1nc2sc(C)c(C)c2c(=O)n1C
8: COc1cc(C2N(c3ccccc3)CCN2c2ccccc2)ccc1OC(C)=O

Screen / compound no.	1	2	3	4	5	6	7	8
SR-BI DiI inh	-2	5	-19	-14	-13	15	16	-7
CDK5 inh	1.4	0.4	-1.0	0.7	0.1	-0.2	-0.7	1.8
Arr AP2 block	13	-6	-4	41	-9	-4	0	8
PKA-R2B act	-2	-6	-5	0	-1	-1	0	-8
NSD2 HMT inh	-3	2	2	1	-1	-4	-1	4
PKA-R1A act	2	-2	11	-9	9	-5	1	-9
SR-BI uptake up	2	-5	19	14	13	-15	-16	7
DSG3 Ab inh	90	101	109	98	105	84	x	94
dFosB activator	5	2	-9	5	-4	-3	-7	-3
Mot1-301 SUMO	21	0	0	-1	-3	-5	2	-15
MITF TRPM1 HTS	-1	26	-9	-5	-2	7	x	20

A draw from above in order of length of the SMILES, highest first:
2: NS(=O)(=O)c1ccc(CCNC(=O)COC(=O)c2cc([N+](=O)[O-])ccc2N2CCOCC2)cc1
3: COc1ccc(NS(=O)(=O)c2cccc(C(=O)NCc3ccco3)c2)cc1
8: COc1cc(C2N(c3ccccc3)CCN2c2ccccc2)ccc1OC(C)=O
7: CCOC(=O)CSc1nc2sc(C)c(C)c2c(=O)n1C
5: CCOc1c(Br)cc(CNc2ncn[nH]2)cc1OC

Screen / compound no.	2	3	8	7	5
SR-BI DiI inh	5	-19	-7	16	-13
CDK5 inh	0.4	-1.0	1.8	-0.7	0.1
Arr AP2 block	-6	-4	8	0	-9
PKA-R2B act	-6	-5	-8	0	-1
NSD2 HMT inh	2	2	4	-1	-1
PKA-R1A act	-2	11	-9	1	9
SR-BI uptake up	-5	19	7	-16	13
DSG3 Ab inh	101	109	94	x	105
dFosB activator	2	-9	-3	-7	-4
Mot1-301 SUMO	0	0	-15	2	-3
MITF TRPM1 HTS	26	-9	20	x	-2

Further records follow.
9: COCCn1c(SCC(=O)NC2CCCC2)nnc1C(C)C
10: CCN(Cc1cc(=O)n2ccsc2n1)c1cccc2ccccc12
11: O=C(NC1CCN(S(=O)(=O)c2ccc(F)cc2)CC1)c1ccccc1
12: Cc1ccc(NC(=O)C2(N(CC(C)C)C(=O)Cn3nnnc3N)CCCCC2)cc1
13: COc1cc(CN2CCN(C(c3ccccc3)c3ccccc3)CC2)cc(OC)c1OC
14: Cc1ccc2c(c1)N(C)/C(=C/c1cccc[n+]1CCO)S2
15: CCc1ccc(-n2c(SCC(=O)Nc3cccc(S(=O)(=O)NC4=NCCCCC4)c3)nc3ccccc3c2=O)cc1
16: CCN(C(=O)CN1C(=O)S/C(=C\c2ccc(F)cc2)C1=O)C1CCS(=O)(=O)C1 (stereo not drawn)

Screen / compound no.	9	10	11	12	13	14	15	16
SR-BI DiI inh	-4	20	-3	13	-24	4	15	-3
CDK5 inh	-0.6	-1.6	2.4	0.0	0.8	-0.3	-1.0	0.7
Arr AP2 block	-1	2	12	20	-7	-14	12	35
PKA-R2B act	2	-9	-5	-12	-6	1	-5	0
NSD2 HMT inh	-7	27	-5	-4	3	2	0	2
PKA-R1A act	-7	2	-2	-15	-22	7	-4	-7
SR-BI uptake up	4	-20	3	-13	24	-4	-15	3
DSG3 Ab inh	97	111	96	99	95	111	103	104
dFosB activator	10	-12	8	1	-8	-6	-11	-14
Mot1-301 SUMO	-9	0	9	x	8	-2	-2	25
MITF TRPM1 HTS	1	-8	6	x	-26	10	-2	20

17: Nc1cccc(S(=O)(=O)c2cccc(N)c2)c1
18: O=C(O)c1cccc(Oc2ncnc3sc4c(c23)CCCC4)c1
19: CCOc1cccc(OCCCOc2ccccc2)c1
20: CCn1c(O)c(C=Nc2ccccc2)oc1=S
21: CCc1cccc(NC(=O)COC(=O)/C=C/c2cccs2)c1
22: CCN1CCN(c2cc(C)c3cc(NC(=S)N4CCN(c5ccccc5)CC4)ccc3n2)CC1
23: COC(=O)c1c(C(=O)OC)c(-c2ccc(OC)cc2)n2c1CS(=O)(=O)C2
24: COc1ccc(/C=N/c2oc(C)c(C)c2C#N)c(OC)c1

Screen / compound no.	17	18	19	20	21	22	23	24
SR-BI DiI inh	-36	-2	-7	18	9	x	-16	-9
CDK5 inh	-1.8	-1.3	-0.3	0.0	1.4	-0.7	0.1	-2.0
Arr AP2 block	8	9	33	-16	8	-10	11	14
PKA-R2B act	-10	3	-2	-7	-10	8	10	-9
NSD2 HMT inh	8	x	-6	0	0	-5	2	-4
PKA-R1A act	-8	8	0	-21	-8	-7	-11	-7
SR-BI uptake up	36	2	7	-18	-9	x	16	9
DSG3 Ab inh	97	101	95	86	101	99	99	96
dFosB activator	-3	-10	1	3	-5	16	0	-5
Mot1-301 SUMO	17	-20	25	7	9	127	183	8
MITF TRPM1 HTS	x	-6	34	33	-3	-48	-2	-10

25: CCOC(=O)C1=C(C)N(CC(C)C)C(=O)C1
26: Cc1ccc(S(=O)(=O)N(C)C)cc1N
27: Cc1cc2c(cc1C)C(=O)C(=O)N2
28: COc1ccc(CCNC(=O)COC(=O)c2cc(Cl)nc(Cl)c2)cc1
29: CC(C)(C)OC(=O)N1CC=C2C(C#N)=C(N)C(C#N)(C#N)C(c3cccs3)C2C1 (stereo not drawn)
30: COCCN(C(=O)CCCc1nc2ccccc2s1)c1c(N)n(CC(C)C)c(=O)[nH]c1=O
31: CCCn1c(SCC(=O)Nc2ccc(F)c(Cl)c2)nc(O)cc1=O
32: Nc1ncnc2c1ncn2-c1ccccc1Cl

Screen / compound no.	25	26	27	28	29	30	31	32
SR-BI DiI inh	-10	-15	-3	-19	31	-28	-3	x
CDK5 inh	0.7	-1.0	-0.6	-1.6	0.8	1.8	-2.2	-1.1
Arr AP2 block	10	-9	-1	3	1	-7	55*	-7
PKA-R2B act	3	-8	6	-7	7	4	6	-2
NSD2 HMT inh	-2	-6	0	-2	22	1	2	-7
PKA-R1A act	3	-7	3	6	7	-7	2	-2
SR-BI uptake up	10	15	3	19	-31	28	3	x
DSG3 Ab inh	105	104	x	101	68	x	99	124
dFosB activator	1	-2	-1	-6	-2	-7	-3	0
Mot1-301 SUMO	-1	5	x	3	i	-8	2	x
MITF TRPM1 HTS	0	4	3	18	x	4	0	-5

33: COC(=O)CC1C(=O)NCCN1C(=S)NC(=O)c1ccccc1[N+](=O)[O-] (stereo not drawn)
34: COC(=O)c1cn(NC(=O)CCC2CCCC2)c(=O)c2ccccc12
35: CC1(C)Cc2nc3oc4c(=O)n(CC(=O)Nc5ccccc5)cnc4c3cc2CO1
36: COc1ccc(CCNC(=O)Cn2cc(C(F)(F)F)cc(Cl)c2=O)cc1OC
37: CCC(C)[C@@H](CN)NCC1(c2ccccc2)CC1 (stereo partly drawn)
38: COc1cc(C(=O)NCc2nnc(SCC(=O)Nc3cccc(C)c3)o2)cc(OC)c1OC
39: O=C(NN1C(=O)c2ccccc2NC1c1ccco1)c1ccc([N+](=O)[O-])cc1 (stereo not drawn)
40: CC(C)N(C(=O)COC(=O)c1cncc(Br)c1)C(C)C

Screen / compound no.	33	34	35	36	37	38	39	40
SR-BI DiI inh	-30	-16	-1	-38	-25	15	1	3
CDK5 inh	2.3	-2.0	-0.6	0.0	-0.1	-0.9	-0.3	0.3
Arr AP2 block	0	2	5	8	0	5	-12	4
PKA-R2B act	-5	5	1	4	-10	-4	2	-9
NSD2 HMT inh	2	-6	1	-2	x	-1	1	2
PKA-R1A act	-11	2	4	-4	-2	7	6	-3
SR-BI uptake up	30	16	1	38	25	-15	-1	-3
DSG3 Ab inh	106	111	102	100	106	96	104	92
dFosB activator	-2	-9	-2	2	2	-9	-1	3
Mot1-301 SUMO	-11	9	0	-9	2	17	212	2
MITF TRPM1 HTS	-6	-2	-22	-7	4	-25	4	5

41: CCN1CCN(CCCNC(=O)c2ccc3c(=O)n(CCc4ccccc4)c(=O)[nH]c3c2)CC1
42: c1ccc(C2[C@H]3CN(Cc4cccnc4)[C@H](c4ccccc4)C34CC2(c2cccnc2)C4)cc1 (stereo partly drawn)
43: O=C(NCc1ccccn1)C1CC(c2ccc(F)cc2)=NO1 (stereo not drawn)
44: Cc1ccc(C)c(-c2nn(-c3cc(N4CCN(CCO)CC4)ccc3[N+](=O)[O-])c(=O)c3ccccc23)c1

Screen / compound no.	41	42	43	44
SR-BI DiI inh	-26	-27	-9	-7
CDK5 inh	-1.0	1.2	2.0	1.0
Arr AP2 block	17	12	-2	1
PKA-R2B act	1	-3	2	10
NSD2 HMT inh	1	x	3	5
PKA-R1A act	1	-1	2	0
SR-BI uptake up	26	27	9	7
DSG3 Ab inh	94	104	x	99
dFosB activator	-24	7	-8	6
Mot1-301 SUMO	-37	-24	-5	-21
MITF TRPM1 HTS	66	-4	7	3
